# Mac1 fbg enh: enhancers of human CD11b/CD18 binding to fibrinogen; P05107+P11215; K562 CD11b/CD18 adhesion to fibrinogen, ATPlite luminescence; activation, % at 10 µM; hit rate 0.07% among 93,000; AID 1499;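 active = 10 µM primary screen giving 50% or more activity, confirmed by 40% or more on retest at that dose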; note: strong numbers were not always called active; reference of the scale not given here
# PTK2B oligo ant: blocks oligomerization of human Pyk2 in cells. z-score (the deposit names both 25 µM and 10 µM). AID 1347419. hit rate 0.83% among 99,000. Q14289. Q293 cells, Pyk2 FERM NanoBiT luminescence; active compounds read low;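 active = Z-score of -3 or lower, scaled per plate to the spread of control and sample wells; inactive = z-score above -3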;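 note: negative z-score means lost luminescence so less FERM oligomerization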
# CYP2C19 inh: blocks human cytochrome P450 2C19; P33261; CYP2C19 Supersomes, luciferin-H EGE luminescence, 30 min; inhibition, % at 5 µM; hit rate 21% among 96,000;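 active = CYP2C19 inhibition above a set limit at 5 µM in the primary screen, cut at about 50% in these data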;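 note: plate controls were negative control wells for no effect and 2.5 mM tranylcypromine positive control for full effect; values of inactives mirror those of a sister screen read the other way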
# Target sequence (P33261 whole entry, looked up): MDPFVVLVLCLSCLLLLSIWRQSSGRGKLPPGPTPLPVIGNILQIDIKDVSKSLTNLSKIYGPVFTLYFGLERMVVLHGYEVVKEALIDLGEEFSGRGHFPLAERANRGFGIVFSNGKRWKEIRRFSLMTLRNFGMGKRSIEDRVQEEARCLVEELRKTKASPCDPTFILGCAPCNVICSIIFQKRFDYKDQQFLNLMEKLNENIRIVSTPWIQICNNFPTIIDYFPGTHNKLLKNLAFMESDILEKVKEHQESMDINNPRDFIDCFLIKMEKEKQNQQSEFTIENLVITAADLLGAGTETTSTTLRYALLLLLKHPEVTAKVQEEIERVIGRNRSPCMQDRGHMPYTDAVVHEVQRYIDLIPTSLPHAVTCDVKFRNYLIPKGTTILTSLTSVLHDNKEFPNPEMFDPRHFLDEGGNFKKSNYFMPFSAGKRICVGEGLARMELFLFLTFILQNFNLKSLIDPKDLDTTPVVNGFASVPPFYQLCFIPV
# CYP2C9 act: increases human cytochrome P450 2C9 activity; P11712; recombinant CYP2C9, luciferin-H conversion, luminescence; active compounds read high; factor 1 = untreated enzyme, 0 = blocked; activation factor at 5 µM; hit rate 1.4% among 96,000; AID 1024;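 active = activation factor of 2 or more for CYP2C9 at a 5 µM dose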;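 note: 0 = sulfaphenazole-blocked wells and 1 = vehicle-only wells; values of inactives mirror those of a sister screen read the other way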
# Target sequence (P11712 whole entry, looked up): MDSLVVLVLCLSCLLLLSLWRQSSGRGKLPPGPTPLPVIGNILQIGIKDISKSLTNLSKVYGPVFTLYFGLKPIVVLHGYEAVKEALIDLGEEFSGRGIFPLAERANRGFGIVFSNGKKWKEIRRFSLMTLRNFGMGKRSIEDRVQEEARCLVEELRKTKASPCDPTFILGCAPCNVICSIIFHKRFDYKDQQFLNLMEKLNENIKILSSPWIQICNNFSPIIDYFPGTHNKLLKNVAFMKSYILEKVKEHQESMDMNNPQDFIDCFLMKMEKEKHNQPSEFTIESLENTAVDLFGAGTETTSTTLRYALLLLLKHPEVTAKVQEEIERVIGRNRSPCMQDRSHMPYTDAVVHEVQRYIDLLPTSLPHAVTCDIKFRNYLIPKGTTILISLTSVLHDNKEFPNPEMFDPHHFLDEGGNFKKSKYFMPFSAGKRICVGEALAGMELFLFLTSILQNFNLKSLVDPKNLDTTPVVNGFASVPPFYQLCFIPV
# CYP2C9 inhib: human CYP2C9 inhibition; CYP2C9 Supersomes, luciferin-H conversion, luminescence; inhibition, % at 5 µM; hit rate 20% among 96,000; AID 777;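 active = blocking of liver enzyme CYP2C9 beyond about 50% at 5 µM, limit read from the data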; note: values of inactives mirror those of a sister screen read the other way
# CD11b adhes inh: blocks human CD11b/CD18 adhesion to fibrinogen; P05107+P11215; K562 CD11b/CD18 adhesion to fibrinogen, ATPlite luminescence; Mn2+ added to activate the integrin; inhibition, % at 10 µM; hit rate 0.54% among 93,000; AID 1497;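 active = primary inhibition of 50% or more at 10 µM, then 40% or more on retest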; note: some results filed as inactive read as strong as hits
# PLAP activator: activators of human placental alkaline phosphatase; activation fold at 20 µM; hit rate 1.2% among 96,000; purified PLAP enzyme, luminescent substrate read-out; active compounds read high; P05187; in the data active = activation fold above about 2
# MT1-MMP txn act: MT1-MMP promoter transcription activation; HT1080 MT1-MMP promoter luciferase reporter, luminescence, overnight; active compounds read high; activation factor at 10 µM; hit rate 0.16% among 86,000;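 active = activation factor of at least 2 for MT1-MMP transcription at 10 µM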
# CYP2C19 act: activators of human cytochrome P450 2C19. P33261. 96,000 tested, under 10 active. activation factor at 5 µM. recombinant CYP2C19, luciferin-H EGE luminescence; active compounds read high; 0 = fully inhibited enzyme, 1 = untreated enzyme;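 active = activation factor of at least 2 at 5 µM in the primary screen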;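 note: 0 = wells with 2.5 mM tranylcypromine and 1 = vehicle-only wells; values of inactives mirror those of a sister screen read the other way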
# * hit, by the source's call; x = no result given.
SMILES,Mac1 fbg enh,PTK2B oligo ant,CYP2C19 inh,CYP2C9 act,CYP2C9 inhib,CD11b adhes inh,PLAP activator,MT1-MMP txn act,CYP2C19 act
Cc1ccccc1Cn1c(C(C)O)nc2ccccc21 (centres undefined),2,1.2,59*,1,-3,2,1,1.1,0.4
Cc1ccc(-c2nnc(SCc3nc4ccccc4[nH]3)n2Cc2ccco2)cc1,-2,-0.92,15,0.5,46,-1,1,1.2,0.9
COCCNC(=O)CNC(=O)c1nn(-c2ccc(OC)c(Cl)c2)c(=O)c2ccccc12,x,-0.9,21,0.6,40,x,1.3,1.1,0.8
CC(C)n1c(C(=O)OCC(=O)NCc2ccc3c(c2)OCO3)cc2sccc21,-4,-1.4,42,0.1,86*,13,1,1.1,0.6
CCOC(=O)C1CCCN(Cc2nc(N)nc(Nc3ccc(C)cc3)n2)C1 (centres undefined),3,0.19,6,0.9,13,16,1,1.1,0.9
c1ccc(OCc2nn3c(-c4n[nH]c5c4CCC5)nnc3s2)cc1,1,0.12,32,0.6,43,-11,1.5,1.1,0.7
Nc1nc(SCC(=O)NC2CCCCC2)[nH]c(=O)c1-c1ccccc1,0,0.79,25,0.9,13,-32,1,x,0.8
O=C(O)C1CCN(C(=O)c2ccccc2C(=O)N2CCC(C(=O)O)CC2)CC1,0,-0.02,1,1.2,-18,-18,1,0.9,1
O=C(CC1CCCC1)Nc1nnc(C2CC2)s1,-3,-0.17,52*,0.8,17,-10,0.9,1.2,0.5
COC(=O)Cc1c(C)c2ccc(OC(=O)c3ccccc3)cc2oc1=O,-4,0.6,0,1.1,-9,-18,0.9,1.1,1
CCN(C(C)=O)c1nnc(CSc2nc3ccccc3s2)s1,1,-0.61,88*,1,2,-15,1.1,1.4,0.1
Cc1ccc(N(C(=O)c2cccs2)C2C=CS(=O)(=O)C2)cc1 (centres undefined),-4,x,16,1,-3,12,0.9,1.1,0.8
COCCNS(=O)(=O)c1cc(-c2nn(C)c(=O)c3ccccc23)ccc1C,1,0.25,57*,0.3,70*,-5,1.5,0.9,0.4
N=c1c2c(n(Cc3ccc(Cl)c(Cl)c3)c3c1CCC3)CCCC2,-1,0.12,10,0.9,6,12,1,1,0.9
CCC1(C)COC2(OC1)C(=O)Nc1ccccc12 (centres undefined),-4,-0.41,12,1,-3,-4,0.9,1.1,0.9
O=c1ccnc(SCn2nnc3ccccc3c2=O)[nH]1,-2,-0.21,-1,0.8,17,0,0.7,x,1
Cc1cccc(NC(=S)NCC2CCCO2)c1 (centres undefined),-3,0.19,-12,1.2,-20,-4,0.9,1,1.1
O=C1CC(N2CCC(Cc3ccccc3)CC2)C(=O)N1CCc1ccccc1 (centres undefined),5,-1.3,26,0.8,16,-40,1.6,1.2,0.7
Cc1cccc(NS(=O)(=O)c2cccc3cccnc23)n1,3,x,5,2.5*,-152,-12,1,1.2,0.9
Cc1ccc(Cn2c(=N)n(CC(O)COc3ccccc3)c3ccccc32)cc1 (centres undefined),0,0.39,53*,0.9,14,33,9.4,0.9,0.5
COc1ccc(Nc2oc(-c3ccccc3Cl)nc2C#N)cc1,66,x,1,0.5,47,17,0.9,0.9,1
CC(=O)Oc1ccc(C(C)=O)c2c1OCCO2,1,-0.4,12,1.1,-9,-11,1,1,0.9
CCOc1ccc(-c2nnc(-c3ccncc3)o2)cc1,x,0.29,99*,0.6,44,x,0.9,1.2,0
COc1ccc(N2Cc3cccc(C(=O)O)c3C2=O)cc1,-2,x,5,1,1,-29,1.2,1,0.9
NC(=O)c1cc(-c2ccccc2)nc(N2CCCCCC2)n1,-1,-1.9,-7,0.8,17,7,1,1.1,1.1
SMILES,Mac1 fbg enh,PTK2B oligo ant,CYP2C19 inh,CYP2C9 act,CYP2C9 inhib,CD11b adhes inh,PLAP activator,MT1-MMP txn act,CYP2C19 act
CCN(CCCNC(=O)c1[nH]c(C)c(C(C)=O)c1C)c1ccccc1,1,1.4,46,0.7,31,13,1,1,0.5
O=C(CSc1ncn[nH]1)Nc1ccnc2ccccc12,4,x,27,0.6,35,-5,1.9,x,0.7
C=CCn1c(SCC(=O)N2CCN(c3ccc(F)cc3)CC2)nnc1-c1ccco1,1,x,-2,1,-2,11,1.1,x,1
CC(C)c1[nH]nc2c1C(c1cccc(OC(=O)N3CCOCC3)c1)C(C#N)=C(N)O2 (centres undefined),6,0.34,-6,1,3,-17,1.4,1.2,1.1
COc1cc([N+](=O)[O-])ccc1NC(=O)CCCOc1ccccc1,2,0.77,64*,0.6,35,-7,1.1,x,0.4
Cc1nnc(SCC(=O)c2cc(C)n(C3CC3)c2C)s1,4,0.66,-2,1.4,-36,3,1.1,1.7,1
O=C(Cn1nnc(-c2ccccc2Cl)n1)NCc1ccc2c(c1)OCO2,-1,0.44,6,0.1,94*,-1,0.9,1.2,0.9
COC(=O)COC(=O)c1ccc(Oc2nc(OC)nc(N(C)C)n2)cc1,-4,-0.66,21,1.2,-20,-1,1,1.1,0.8
Cc1occc1C(=O)Nc1ccc(S(=O)(=O)N2CCCC2)cc1,-1,-0.52,12,0.7,34,5,0.9,1.1,0.9
CC(=O)c1ccc(NC(=O)CN2C(=O)COc3ccc(Cl)cc32)cc1,2,x,75*,1,-2,-7,1,1.1,0.2
Cc1ccc(Cl)cc1N1CCN(C(=O)C2CCN(S(=O)(=O)c3cccnc3)CC2)CC1,-6,-0.21,61*,0.5,55*,2,1.8,x,0.4
COc1ccccc1Nc1nc(N)nc(CN2CCOCC2)n1,0,x,-3,1,2,-10,1,1,1
COc1ccc2cc(C(=O)N3CCCCCC3)sc(=O)c2c1OC,-2,-0.12,14,1.4,-42,-10,1,1.3,0.9
CO/N=C(/CNC(=O)c1cccc(Cl)c1)c1ccc(Cl)cc1,x,-0.23,92*,0.3,68*,x,1.1,x,0.1
Cc1onc(-c2ccccc2)c1C(=O)N1CCc2ccccc21,x,-0.5,90*,0.6,41,x,1,x,0.1
CCOC(=O)C1=C(C)Nc2sc(C(=O)c3ccc(Br)cc3)c(N)c2C1c1ccc(C(=O)OC)cc1 (centres undefined),13,-1.3,88*,0.1,92*,6,1.8,x,0.1
Cc1ccc2cc(C#N)c(N3CCCN(C(=O)C4CCCO4)CC3)nc2c1 (centres undefined),-2,0.69,18,0.7,33,1,1.3,1,0.8
COCCn1c(C)c(C(=O)O)sc1=S,3,0.28,-8,1.2,-16,-8,0.8,1.1,1.1
CCCCCCn1c(N2CCC(C(N)=O)CC2)nc2c1c(=O)[nH]c(=O)n2C,-4,1.6,25,1,-3,8,0.8,1.2,0.8
COc1ccccc1-n1c(SCC(=O)N2CCc3ccccc32)nc2c(c1=O)SCC2,-6,x,-5,0.8,20,5,1.4,x,1.1
CCOC(=O)c1c(NC(=S)Nc2ccccc2)sc2c1CCN(CC)C2,0,0,12,0.8,19,-4,0.9,x,0.9
Cc1cc(OCCOCCNC(C)C)cc(C)c1Cl,-2,0.17,48,1.1,-11,-7,1.9,1.1,0.5
CC1(C)Cc2nc(-c3ccccc3)n3cnnc3c2CO1,-1,0.58,24,1,-3,0,1.1,1.1,0.8
COc1ccc(S(=O)(=O)N(CCc2ccccc2)CC(=O)O)cc1Cl,-6,0.13,2,0.9,12,-1,1.3,1.1,1
O=C(CCSc1ccccc1)NCC1CCCO1 (centres undefined),-4,0.67,72*,1,1,13,1.1,1.1,0.3

# Exported with two lines to a compound: 2 of the compounds above.
# Under each structure: Mac1 fbg enh, PTK2B oligo ant, CYP2C19 inh, CYP2C9 act, CYP2C9 inhib, CD11b adhes inh, PLAP activator, MT1-MMP txn act, CYP2C19 act
- CCOC(=O)c1c(NC(=S)Nc2ccccc2)sc2c1CCN(CC)C2
    0, 0, 12, 0.8, 19, -4, 0.9, x, 0.9
- Cc1cc(OCCOCCNC(C)C)cc(C)c1Cl
    -2, 0.17, 48, 1.1, -11, -7, 1.9, 1.1, 0.5

# Next compounds.
SMILES,Mac1 fbg enh,PTK2B oligo ant,CYP2C19 inh,CYP2C9 act,CYP2C9 inhib,CD11b adhes inh,PLAP activator,MT1-MMP txn act,CYP2C19 act
CCOC(=O)N1CCc2c(sc(NC(=O)c3ccc(Cl)s3)c2C(N)=O)C1,-4,x,19,0.6,44,65,1.2,1.2,0.8
Cc1sc2ncn3cnnc3c2c1C,-1,-1.1,-6,1,-3,7,1.2,1.1,1.1
Cc1c(-c2cccs2)[n+](=O)c2c(n1[O-])CCCCC2,-2,1.3,59*,0.5,49,-8,1.3,1,0.4
Cc1cccc2[nH]c3c(N4CCN(C(=O)c5ccco5)CC4)ncnc3c12,-5,-1,90*,0.6,39,-1,1,x,0.1
CC1CN(C(=S)NC(=O)c2ccc([N+](=O)[O-])cc2)CC(C)O1 (centres undefined),x,0.19,10,0.9,10,x,1.1,x,0.9
COC(=O)C(NC(C)=O)(Nc1nc(C)cs1)C(F)(F)F (centres undefined),-2,0.5,10,0.8,19,-54,0.9,1.2,0.9
c1cnc(N2CCN(c3nc4ccccc4n4cnnc34)CC2)nc1,-1,0.13,26,1,1,-8,1,1,0.7
COC(=O)C1C(=O)NC(SC)=C(C#N)C1c1ccccc1 (centres undefined),x,0.59,29,0.8,16,x,1.1,1.2,0.7
N#Cc1ccccc1NC(=O)CC1CCCCC1,-5,0.16,58*,1,0,-4,0.8,1.2,0.4
CC1CCCN(c2ccc(C(=O)NCC3CCCO3)cn2)C1 (centres undefined),-1,2.8,-3,1.1,-5,-4,1,1.5,1
CCCN1CCN(C(=O)c2cc3c(s2)-c2ccccc2S(=O)(=O)C3)CC1,2,x,33,1,-2,5,1.4,x,0.7
O=C(COC(=O)c1cn(-c2ccccc2)nc1-c1cccs1)NC1CC1,-1,-1,9,0.6,42,-9,0.9,1.2,0.9
CCC(=O)Nc1cc2c(C)cc(=O)oc2cc1C,-2,0.84,14,0.9,7,-17,0.9,1.1,0.9
O=C(NCc1cccnc1)c1cccc(C(F)(F)F)c1,1,-0.52,89*,0.8,22,-10,1.1,1.2,0.1
COC(=O)c1ccc(Nc2cc(C)nc(-c3ccccc3O)n2)cc1,14,-0.83,21,0.4,59*,-18,0.9,1,0.8
CCOC(=O)c1cnn(-c2ccccc2)c1-n1cccc1C(=O)C(=O)Nc1ccccc1C(F)(F)F,-1,-1.1,54*,0.3,65*,14,1,x,0.5
COc1ccc(NC(=O)CN2CCCC(C)C2)c([N+](=O)[O-])c1 (centres undefined),-4,0.08,18,1,4,19,1.1,x,0.8
Cc1ccc(N=c2oc3cc(O)ccc3cc2C(N)=O)cc1,-2,-1.4,13,0.3,66*,-9,1.3,1,0.9
N#CC1=C(N)N=C(SCc2ccccc2)C(C(N)=O)C12CCCCC2 (centres undefined),x,0.26,35,1,4,x,1.4,1.1,0.7
CCn1nnc(NC(=O)COc2cc(C)ccc2C(C)C)n1,-2,1.3,32,1,2,-9,1.1,1.2,0.7
COc1ccc(C(=O)n2nc(C)cc2C)cc1Br,0,-0.15,70*,0.9,8,9,1.1,x,0.3
COc1ccc(-c2cn3cc(Cl)ccc3n2)cc1OC,-2,-0.29,80*,0.2,79*,-11,1.2,1.9,0.2
CC1(C)CC(C(=O)Nc2nccs2)CCO1 (centres undefined),0,-0.04,27,1,-3,-24,0.8,1.1,0.7
CCCn1c(=O)c2ccccc2n2c(SCC(=O)c3ccccc3)nnc12,-2,0.46,38,0.4,55*,-2,1.5,1.1,0.6
Cc1ccc(NC(=O)N2CCC(C(N)=O)CC2)cc1,-3,-0.37,-7,1.1,-12,-1,0.8,1.3,1.1
CC1CCN(CCOCCOc2ccc(Cl)cc2Br)CC1,84,1.2,4,0.8,17,0,1.3,x,1
COc1ccc(CC(=O)NNC(=S)Nc2ccc(Br)cc2)cc1,-2,0.6,42,0.5,52*,-16,1.2,1,0.6
